CHO parental Ca = counter-screen for OX1R antagonists: effect in parental CHO cells. inhibition, % at 5.6 µM. AID 463079. parental CHO-K1, ATP-induced calcium, Fluo-8 fluorescence. 330,000 tested, 0.63% active;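 active = inhibition above that plate's mean sample inhibition plus 3 SD, cut at about 26% in these data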;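 note: 0% = ATP-challenged DMSO wells and 100% = DMSO wells without ATP; some compounds past the cut are filed as inactive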
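Material: Parental CHO cells | Reagent: ATP | Compound dosing: Single nominal dose of 5.6 µM per compound | Detection: Intracellular calcium via Fluo-8 no-wash fluorescent dye | Read-out: % inhibition of ATP-induced calcium mobilization | Benchmarks: Low control ATP plus DMSO, high control DMSO only | Replicates: Singlicate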
CHO-K1 Ca PAM = nonselective activator or artifact in parental CHO-K1 calcium assay. activation, % at 3 µM. ATP EC20, Fluo-8 calcium fluorescence; 0% at ATP EC20, 100% at ATP max. 360,000 tested, 0.02% active;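 active = activation above the run cutoff, the mean activation of all test compounds plus 3 SD, cut at about 40% in these data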;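 note: peak over basal fluorescence ratio in a 140 s read after ATP addition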
TAAR1 antag = human TAAR1 antagonism; Q96RJ0; CHO RD-HGA16 TAAR1, Fluo-8 calcium fluorescence, antagonist; inhibition, % at 3 µM; 360,000 tested, 1.5% active; AID 624466;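 active = inhibition above a per-plate cutoff, the mean inhibition of test compounds on that plate plus 3 SD, cut at about 49% in these data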;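 note: 0% = DMSO plus EC80 beta-PEA response and 100% = DMSO alone without agonist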
Target sequence (Q96RJ0 whole entry, looked up): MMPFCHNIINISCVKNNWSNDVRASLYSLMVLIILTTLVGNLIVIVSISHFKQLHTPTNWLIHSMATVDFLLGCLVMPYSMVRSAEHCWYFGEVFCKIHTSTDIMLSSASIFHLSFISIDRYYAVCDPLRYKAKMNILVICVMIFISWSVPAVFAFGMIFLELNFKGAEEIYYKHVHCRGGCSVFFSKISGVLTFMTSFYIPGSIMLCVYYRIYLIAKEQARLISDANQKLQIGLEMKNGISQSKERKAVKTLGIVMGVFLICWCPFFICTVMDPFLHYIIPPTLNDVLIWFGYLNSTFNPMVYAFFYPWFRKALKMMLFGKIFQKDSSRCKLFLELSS
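Material: RD-HGA16 CHO cells with stable hTAAR1 and Gα16; Dosing: single nominal final test compound concentration of 3 µM; Schedule: seeding 17-24 h prior, 75-min 37 °C, 30-min RT dye loading; Detection: kinetic Fluo-8 calcium fluorescence measurement; Measure: % inhibition from peak post-agonist over basal fluorescence ratio; Benchmarks: vehicle and agonist controls.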
OXTR agonist = activates the human oxytocin receptor; P30559; CHO-OTR cells, Fluo-8 calcium fluorescence; normalized: DMSO 0%, oxytocin 100%; activation, % at 3 µM; 320,000 tested, 0.32% active;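 active = activation above the mean of all tested compounds plus 3 SD, cutoff set per screening run, cut at about 20% in these data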;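 note: peak over basal fluorescence ratio from a 100 s FLIPR kinetic read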
OXTR potentiator = potentiates the human oxytocin receptor response; CHO-OTR cells, Fluo-8 calcium fluorescence, potentiator mode; 0% = oxytocin EC15, 100% = EC100; activation, % at 3 µM; 320,000 tested, 0.061% active; AID 2445;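 active = activation above that plate's cutoff, the mean activation of tested compounds plus 3 SD, cut at about 6.6% in these data, passing the limit was not always enough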;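 note: 100% uses oxytocin at 75 nM as the full agonist control; some results filed as inactive read as strong as hits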
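Dosing: Single dose, 3.0 µM nominal final compound concentration | Material: Human OTR in CHO cells | Technique: Kinetic Fluo-8 calcium fluorescence | Benchmarks: EC15 oxytocin alone as 0%, 75 nM oxytocin as 100% | Probe or stimulus: Oxytocin at about EC15, sub-maximal agonist stimulus | Incubation: Compound 6 min at room temperature before oxytocin, 100 s read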
CHO-K1 Ca antag = counter-screen for M1 antagonists: effect in parental CHO-K1 cells; ATP-induced calcium, Fluo-8 fluorescence; inhibition, % at 3 µM; 360,000 tested, 0.6% active; AID 602250;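 active = inhibition above a per-plate cutoff, the plate's mean sample inhibition plus 3 SD, cut at about 24% in these data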;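 note: 0% = DMSO plus EC80 ATP and 100% = DMSO alone without ATP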
M1 ag parental = M1 agonist counterscreen hit in parental CHO-K1 cells. Fluo-8 calcium fluorescence; scaled to maximal ATP response, vehicle zero. activation, % at 3 µM. 360,000 tested, 0.48% active; in the data active = activation above about 15%;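 note: untransfected CHO-K1 host cells lacking M1 receptor as counterscreen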
GPR7 antag = antagonists of human GPR7 (neuropeptides B/W receptor 1); GPR7-expressing cells, fluorescence antagonist assay; 290,000 tested, 1.1% active; AID 1861; P48145; inhibition, % at 4.4 µM; in the data active = inhibition above about 16%, passing the limit was not always enough;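 note: cells stimulated with the agonist NPW; 0% = agonist with vehicle and 100% = vehicle without agonist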
Target sequence (P48145 whole entry, looked up): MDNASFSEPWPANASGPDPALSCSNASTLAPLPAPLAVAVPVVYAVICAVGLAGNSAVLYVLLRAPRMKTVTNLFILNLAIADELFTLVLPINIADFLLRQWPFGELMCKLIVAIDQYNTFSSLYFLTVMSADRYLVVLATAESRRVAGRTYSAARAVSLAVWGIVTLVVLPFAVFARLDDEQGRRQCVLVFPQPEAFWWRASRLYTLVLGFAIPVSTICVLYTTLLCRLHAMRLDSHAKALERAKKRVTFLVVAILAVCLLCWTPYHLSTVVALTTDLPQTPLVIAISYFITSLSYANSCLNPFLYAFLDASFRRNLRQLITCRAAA
V1R ag counter = activates human V1a receptor in oxytocin agonist counter-screen; P37288; CHO-V1R cells, Fluo-8 calcium fluorescence, agonist mode; 0% DMSO, 100% 3 nM vasopressin; AID 2797; activation, % at 3 µM; 320,000 tested, 0.25% active;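 active = activation above the mean activation of all tested compounds plus 3 SD, per screening run, cut at about 20% in these data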;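 note: signal is peak over basal fluorescence ratio across a 100 second FLIPR read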
Target sequence (P37288 whole entry, looked up): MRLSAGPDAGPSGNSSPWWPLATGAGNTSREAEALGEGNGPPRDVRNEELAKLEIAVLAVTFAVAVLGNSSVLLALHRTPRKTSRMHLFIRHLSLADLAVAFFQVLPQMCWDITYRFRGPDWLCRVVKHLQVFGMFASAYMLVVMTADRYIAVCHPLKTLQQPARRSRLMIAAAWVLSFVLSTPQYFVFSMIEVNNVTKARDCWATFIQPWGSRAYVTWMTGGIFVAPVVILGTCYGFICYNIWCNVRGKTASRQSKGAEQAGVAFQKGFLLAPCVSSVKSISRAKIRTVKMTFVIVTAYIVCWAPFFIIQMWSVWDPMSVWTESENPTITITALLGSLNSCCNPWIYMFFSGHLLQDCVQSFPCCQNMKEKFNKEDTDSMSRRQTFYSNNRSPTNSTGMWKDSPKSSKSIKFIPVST
Numbers without * were called inactive. Random draw from the library. About 3.5% of those tested had a hit in this group.

Results for CC(C)(C)NCc1cccn1-c1sc2c(c1C#N)CCCC2 ?
CHO parental Ca: 2; CHO-K1 Ca PAM: 19; TAAR1 antag: -10; OXTR agonist: 2.0; OXTR potentiator: 0; CHO-K1 Ca antag: -5; M1 ag parental: 0.1; GPR7 antag: 10; V1R ag counter: 0.8

How did Cn1c(=O)c2[nH]c(CCc3ccncc3)nc2n(C)c1=O do in these assays?
CHO-K1 Ca PAM: 16; TAAR1 antag: -14; CHO-K1 Ca antag: -1; M1 ag parental: 4.1

How did Fc1ccc(N2CCN(Cc3cn[nH]c3-c3ccccc3)CC2)cc1 do in these assays?
CHO parental Ca: -23; CHO-K1 Ca PAM: -11; TAAR1 antag: -24; OXTR agonist: 3.8; OXTR potentiator: 1; CHO-K1 Ca antag: 4; M1 ag parental: 0.0; GPR7 antag: -11; V1R ag counter: 3.7

What do the screens show for `CCOc1ccc(Cc2onc3c2C(=O)CCC3)cc1OCC`?
CHO parental Ca: -15; CHO-K1 Ca PAM: -19; TAAR1 antag: -7; OXTR agonist: 2.8; OXTR potentiator: 5; CHO-K1 Ca antag: 5; M1 ag parental: 0.4; GPR7 antag: -4; V1R ag counter: 0.2

Results for Cc1nnc2c(N(C)S(=O)(=O)c3ccccc3)nc3ccccc3n12 ?
CHO parental Ca: 1; CHO-K1 Ca PAM: 7; TAAR1 antag: -30; OXTR agonist: 1.1; OXTR potentiator: 4; CHO-K1 Ca antag: -12; M1 ag parental: 0.2; GPR7 antag: -12; V1R ag counter: 0.4

How did CC(=O)Nc1ccc(S(=O)(=O)NNC(=O)c2ccc(C)cc2)cc1 do in these assays?
CHO parental Ca: 7; CHO-K1 Ca PAM: 11; TAAR1 antag: 1; OXTR agonist: 0.2; OXTR potentiator: 0; CHO-K1 Ca antag: 2; M1 ag parental: 0.3; GPR7 antag: -1; V1R ag counter: 0.4

How did Cn1nnc(NC(=O)CSc2ccc(Cl)cc2)n1 do in these assays?
CHO parental Ca: -6; CHO-K1 Ca PAM: 8; TAAR1 antag: -19; OXTR agonist: -1.2; OXTR potentiator: -8; CHO-K1 Ca antag: 1; M1 ag parental: 0.0; GPR7 antag: -6; V1R ag counter: 0.7

Results for N#CC1(c2ccccc2)CCCN1C(=O)c1ccccc1Cl (stereo unspecified) ?
CHO parental Ca: -14; CHO-K1 Ca PAM: 12; TAAR1 antag: -14; OXTR agonist: -0.8; OXTR potentiator: -9; CHO-K1 Ca antag: -9; M1 ag parental: 0.2; GPR7 antag: 11; V1R ag counter: 0.1

How did COc1cc(C(=O)NC2CC3CCCC(C2)N3Cc2ccccc2)cc(OC)c1OC (stereo unspecified) do in these assays?
CHO parental Ca: -25; CHO-K1 Ca PAM: 13; TAAR1 antag: -3; OXTR agonist: 0.1; OXTR potentiator: 6; CHO-K1 Ca antag: -6; M1 ag parental: 0.1; GPR7 antag: -19; V1R ag counter: 0.5

What do the screens show for `O=C(NNC(=O)c1cc2ccccc2o1)c1ccc(F)cc1`?
CHO-K1 Ca PAM: 13; TAAR1 antag: -21; CHO-K1 Ca antag: -11; M1 ag parental: 0.3

Results for C=CCCC(=O)N1C[C@@H](CO)[C@@H](NC)C[C@H]1c1ccccc1Br ?
CHO-K1 Ca PAM: -7; TAAR1 antag: -25; CHO-K1 Ca antag: 23; M1 ag parental: -0.3

How did COc1cccc(-c2nc(CC(=O)O)cs2)c1OC do in these assays?
CHO parental Ca: -5; CHO-K1 Ca PAM: 3; TAAR1 antag: -7; OXTR agonist: -0.7; OXTR potentiator: 0; CHO-K1 Ca antag: -3; M1 ag parental: 0.1; GPR7 antag: 5; V1R ag counter: 0.8

What do the screens show for `COc1ccc(C2CC(c3c(-c4ccccc4)c4cc(Cl)ccc4[nH]c3=O)=NN2C(=O)CCC(=O)O)cc1` (stereo unspecified)?
CHO parental Ca: -16; CHO-K1 Ca PAM: -5; TAAR1 antag: -4; OXTR agonist: -1.0; OXTR potentiator: -29; CHO-K1 Ca antag: 5; M1 ag parental: -0.8; GPR7 antag: -8; V1R ag counter: -0.3

What do the screens show for `Cc1ccc2c(c1)c1nnc(SCC(=O)NC3CC3)nc1n2C`?
CHO parental Ca: -20; CHO-K1 Ca PAM: 22; TAAR1 antag: 5; OXTR agonist: -1.0; OXTR potentiator: -3; CHO-K1 Ca antag: -13; M1 ag parental: 0.8; GPR7 antag: -8; V1R ag counter: -1.2

How did COc1ccc(C(=O)c2ccc(Cl)cc2)cc1 do in these assays?
CHO parental Ca: 4; CHO-K1 Ca PAM: 26; TAAR1 antag: -10; OXTR agonist: -3.0; OXTR potentiator: -4; CHO-K1 Ca antag: -15; M1 ag parental: -0.3; GPR7 antag: 3; V1R ag counter: -1.2

How did Cc1nc(N2CCN(S(=O)(=O)c3ccccc3)CC2)c2c3c(sc2n1)CC(C)CC3 (stereo unspecified) do in these assays?
CHO-K1 Ca PAM: 0; TAAR1 antag: -17; CHO-K1 Ca antag: -1; M1 ag parental: 0.6; GPR7 antag: -5

Results for COc1ccc(Br)cc1S(=O)(=O)NNC(=O)c1c(C)nc2ccccn12 ?
CHO parental Ca: -5; CHO-K1 Ca PAM: 8; TAAR1 antag: -7; OXTR agonist: 1.3; OXTR potentiator: -1; CHO-K1 Ca antag: -5; M1 ag parental: 3.0; GPR7 antag: -6; V1R ag counter: 3.0

Results for CCSc1nc2ccccc2n1CC(N)=O ?
CHO parental Ca: 1; CHO-K1 Ca PAM: 12; TAAR1 antag: -9; OXTR agonist: -1.4; OXTR potentiator: -1; CHO-K1 Ca antag: -1; M1 ag parental: 0.1; GPR7 antag: -13; V1R ag counter: 0.6

How did CCCCN(C)C(=O)C1CCN(Cc2ccccn2)CC1 do in these assays?
CHO parental Ca: -3; CHO-K1 Ca PAM: -3; TAAR1 antag: 9; OXTR agonist: 1.1; OXTR potentiator: -9; CHO-K1 Ca antag: 9; M1 ag parental: 0.4; GPR7 antag: 10; V1R ag counter: 1.1

How did CC(CN(C)Cc1ccccc1)OC(=O)c1ccccc1F (stereo unspecified) do in these assays?
CHO parental Ca: -16; CHO-K1 Ca PAM: 21; TAAR1 antag: -4; OXTR agonist: -3.5; OXTR potentiator: -1; CHO-K1 Ca antag: -10; M1 ag parental: -0.7; GPR7 antag: -4; V1R ag counter: -1.9

Results for COc1ccc(/C=C/C(=O)Nc2nonc2NC(C)=O)cc1 ?
CHO parental Ca: -2; CHO-K1 Ca PAM: 23; TAAR1 antag: -23; OXTR agonist: 0.2; OXTR potentiator: -3; CHO-K1 Ca antag: 0; M1 ag parental: 0.8; GPR7 antag: -1; V1R ag counter: 0.4

What do the screens show for `Cc1nc2ccc(S(=O)(=O)NC(CC(C)C)C(=O)O)cc2s1` (stereo unspecified)?
CHO parental Ca: 10; CHO-K1 Ca PAM: 14; TAAR1 antag: -9; OXTR agonist: 0.0; OXTR potentiator: -9; CHO-K1 Ca antag: -11; M1 ag parental: 0.4; GPR7 antag: 3; V1R ag counter: 0.1

Results for c1coc(CNC2CCCCC2)c1 ?
CHO parental Ca: -13; CHO-K1 Ca PAM: -8; TAAR1 antag: 21; OXTR agonist: 0.8; OXTR potentiator: -11; CHO-K1 Ca antag: 11; M1 ag parental: -0.1; GPR7 antag: -5; V1R ag counter: 0.9

Results for O=C(O)/C=C/c1ccc(Oc2ncccn2)cc1 ?
CHO parental Ca: -10; CHO-K1 Ca PAM: -7; TAAR1 antag: -12; OXTR agonist: 0.1; OXTR potentiator: -16; CHO-K1 Ca antag: 0; M1 ag parental: 0.5; GPR7 antag: -7; V1R ag counter: 0.1

Results for O=C1NC(C(=O)O)=CC(c2ccc([N+](=O)[O-])cc2)N1 (stereo unspecified) ?
CHO parental Ca: -2; CHO-K1 Ca PAM: 8; TAAR1 antag: -1; OXTR agonist: 1.8; OXTR potentiator: 5; CHO-K1 Ca antag: -14; M1 ag parental: -0.3; GPR7 antag: -9; V1R ag counter: -1.1

Results for c1ccc(SC23CC4CC(CC(C4)C2)C3)nc1 ?
CHO-K1 Ca PAM: 8; TAAR1 antag: -29; CHO-K1 Ca antag: -8; M1 ag parental: 0.2

Results for NC(=O)C(CC(=O)O)NC(=O)[C@@H]1CCOc2c(I)cc([N+](=O)[O-])cc2C(=O)N[C@@H](CO)C(=O)N[C@@H](Cc2ccc(O)cc2)C(=O)N1 (stereo partly specified) ?
CHO parental Ca: -6; OXTR agonist: 0.1; OXTR potentiator: -5; GPR7 antag: -2; V1R ag counter: 0.6

Results for COc1ccccc1NC(=O)c1ccc(S(=O)(=O)N(C)c2ccccc2OC)cc1 ?
CHO parental Ca: -18; CHO-K1 Ca PAM: -1; TAAR1 antag: 29; OXTR agonist: -0.6; OXTR potentiator: -9; CHO-K1 Ca antag: -10; M1 ag parental: 2.6; V1R ag counter: 0.0

How did Cc1ccc(N2C(=O)Nc3ccccc3C2(O)C(=O)NCCCOC(C)C)cc1C (stereo unspecified) do in these assays?
CHO parental Ca: -13; CHO-K1 Ca PAM: 9; TAAR1 antag: 11; OXTR agonist: -1.0; OXTR potentiator: -12; CHO-K1 Ca antag: -9; M1 ag parental: 2.6; GPR7 antag: -6; V1R ag counter: -0.2

What do the screens show for `CC1(C)CC(NC(=O)c2cccc(F)c2)CC(C)(C)N1`?
CHO parental Ca: -10; CHO-K1 Ca PAM: 17; TAAR1 antag: -9; OXTR agonist: 0.1; OXTR potentiator: 1; CHO-K1 Ca antag: -10; M1 ag parental: 1.1; GPR7 antag: -5; V1R ag counter: 0.5

How did CCOC(=O)c1c(NC(=S)NCCc2ccccc2)sc2c1CC(C(C)C)OC2 (stereo unspecified) do in these assays?
CHO parental Ca: -7; CHO-K1 Ca PAM: 15; TAAR1 antag: -33; OXTR agonist: -0.4; OXTR potentiator: 0; CHO-K1 Ca antag: 8; M1 ag parental: 1.0; GPR7 antag: -10; V1R ag counter: -1.7

How did CN(C)S(=O)(=O)Nc1cccc(-c2cn3c(n2)SCC3)c1 do in these assays?
CHO parental Ca: -7; CHO-K1 Ca PAM: -7; TAAR1 antag: -9; OXTR agonist: 0.0; OXTR potentiator: -1; CHO-K1 Ca antag: -4; M1 ag parental: 0.4; GPR7 antag: -3; V1R ag counter: 0.5

How did COc1ccc(/C=C/C(=O)Nc2ccc(C)c(S(=O)(=O)N3CCOCC3)c2)cc1 do in these assays?
CHO parental Ca: -11; CHO-K1 Ca PAM: -15; TAAR1 antag: 65*; OXTR agonist: 9.9; OXTR potentiator: -11; CHO-K1 Ca antag: 4; M1 ag parental: 8.5; V1R ag counter: 7.9

Assay outcomes deposited in PubChem BioAssay by The Scripps Research Institute Molecular Screening Center.
